Screens deposited in PubChem BioAssay by several laboratories.
IDE cell inh – cellular human IDE inhibition. 0.41% of 320,000 active. HEK cells, FAbetaB cleavage, fluorescence polarization. inhibition, % at 5.59 µM. AID 434962;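 active means percent inhibition above the average of all tested compounds plus 3 SD, set per screening campaign, cut at about 16% in these data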;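 further: IDE supplied by intact live HEK cells; FP after avidin binding of uncleaved biotin substrate so inhibition keeps polarization high; 0% = DMSO wells and 100% = 60 µM reference IDE inhibitor Ii1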
CRFR2-BP ag – CRF-BP/CRF-R2 complex agonism | activation, % at 13.2 µM | HEK293 CRF-R2/CRF-BP, calcium dye fluorescence (FLIPR); percent of saturating CRF peptide response | AID 588473 | 0.46% of 350,000 active;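 active means activation of at least 50%, plus an integration ratio under a set limit after plate pattern correction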;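 further: plate controls were neutral control wells without compound for no effect and CRF at EC100 for full effect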
MEKK3 PB1 HTS – MEKK3-MEK5 PB1 interaction, increase or decrease; Q99759; binding response (% of control), % at 10 µM; bead-based flow cytometry, Alexa488-MEK5 binding to MEKK3; actives lie on both sides; 0 = blocked by unlabeled MEK5, 100 = vehicle; 1.4% of 290,000 active;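 active means binding response more than 3 SD above or below the average of its plate-row segment, actives on both sides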;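 further: Alexa488 bead fluorescence after subtracting the streptavidin-only scavenger bead signal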
Target sequence (Q99759 whole entry, looked up): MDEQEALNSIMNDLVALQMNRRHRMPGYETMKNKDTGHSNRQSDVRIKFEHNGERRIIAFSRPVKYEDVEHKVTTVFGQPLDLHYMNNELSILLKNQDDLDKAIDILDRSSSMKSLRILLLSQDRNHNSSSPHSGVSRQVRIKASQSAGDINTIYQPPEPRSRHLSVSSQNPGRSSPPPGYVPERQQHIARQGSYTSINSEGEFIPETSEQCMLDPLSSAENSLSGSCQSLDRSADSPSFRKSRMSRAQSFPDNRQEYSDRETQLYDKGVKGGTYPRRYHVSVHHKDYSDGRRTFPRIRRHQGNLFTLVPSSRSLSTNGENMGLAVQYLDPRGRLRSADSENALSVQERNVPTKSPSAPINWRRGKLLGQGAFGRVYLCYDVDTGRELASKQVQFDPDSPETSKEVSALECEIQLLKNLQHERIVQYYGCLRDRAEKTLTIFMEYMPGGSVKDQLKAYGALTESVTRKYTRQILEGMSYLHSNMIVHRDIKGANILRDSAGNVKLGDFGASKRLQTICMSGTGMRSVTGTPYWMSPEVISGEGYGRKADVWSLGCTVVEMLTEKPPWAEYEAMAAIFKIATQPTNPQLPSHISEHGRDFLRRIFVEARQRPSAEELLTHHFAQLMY
IDE cell activ – boosts human insulin-degrading enzyme activity in HEK cells; FAbeta-B cleavage, fluorescence polarization; 0% vehicle, 100% cell-free pure enzyme wells; activation, % at 5.96 µM; 0.073% of 340,000 active;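 active means activation above the mean of all tested compounds plus 3 SD, set per screening campaign, cut at about 17% in these data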
CRFR2-BP antag – CRF-BP/CRF-R2 complex antagonism | inhibition, % at 11.8 µM | 0.59% of 350,000 active | HEK293 CRF-R2/CRF-BP, CRF-induced calcium fluorescence | AID 588475;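 active means inhibition of the ligand-induced calcium signal above about 50% at the single tested concentration, limit read from the data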
PHOSPHO1 inh – PHOSPHO1 (human) inhibition; Q8TCT1; recombinant PHOSPHO1, absorbance phosphatase assay; inhibition, % at 13.3 µM; 1.1% of 290,000 active; in the data active means inhibition above about 60%
Target sequence (Q8TCT1 whole entry, looked up): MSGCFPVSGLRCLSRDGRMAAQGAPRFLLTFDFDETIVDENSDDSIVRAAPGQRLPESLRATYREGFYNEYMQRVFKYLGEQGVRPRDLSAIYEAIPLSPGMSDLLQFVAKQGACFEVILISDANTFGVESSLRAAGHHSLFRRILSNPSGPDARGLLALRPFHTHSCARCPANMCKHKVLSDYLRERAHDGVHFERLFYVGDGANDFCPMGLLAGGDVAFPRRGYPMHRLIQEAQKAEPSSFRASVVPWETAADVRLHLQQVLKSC
GalR3 antagonist – antagonists of human GalR3; O60755; HEK293 GalR3-CNG cAMP membrane potential fluorescence; galR3 body fused to GalR1 C-terminus; inhibition, % at 3 µM; 0.44% of 360,000 active; AID 651719;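 active means inhibition above the screen-wide average plus 3 SD, cut at about 13% in these data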;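 further: forskolin and galanin both at EC90 stimulate the cells; cAMP rise reported by CNG channel membrane potential dye signal; 0% = forskolin plus galanin with DMSO and 100% = forskolin alone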
CHRM4 PAM – positive allosteric modulators of human muscarinic M4 receptor. AID 624126. CHO-K1 hM4/Gqi5, Fluo-8 calcium fluorescence, ACh EC20; 0% = ACh EC20, 100% = maximal ACh. 0.4% of 360,000 active. P08173. activation, % at 3 µM;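 active means activation above its plate's cutoff, the mean activation of sample wells plus 3 SD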; further: some results filed as inactive read as strong as hits
pCIP destab – lowers stability of the mouse p/CIP coactivator protein. Q05BA5. F442A p/CIP-EGFP cells, EGFP fluorescence, 16 h. decrease of EGFP signal, % at 10 µM. 0.01% of 290,000 active;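 active means EGFP signal decrease of at least 30% at 10 µM or well 3 SD below plate mean, unless failing retest; inactive means the rest, including hits failing retest or dose response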; further: some compounds called inactive have numbers as strong as hits; many of its hits are not listed in these tables
Active calls of the source: *; x = not tested or not shown; [ ] = another dose, or the depositor's remark.

| Structure | IDE cell inh | CRFR2-BP ag | MEKK3 PB1 HTS | IDE cell activ | CRFR2-BP antag | PHOSPHO1 inh | GalR3 antagonist | CHRM4 PAM | pCIP destab |
| --- | --- | --- | --- | --- | --- | --- | --- | --- | --- |
| COc1cc(C(=O)OCC(=O)NCc2ccccc2)cc(NC(=O)c2ccco2)c1OC | 1 | -3.8 | 105 | 6 | 1 | 17 | -4 | -3 | -2 |
| CC(C)CN(C(=O)c1cccc(S(=O)(=O)N2CCN(Cc3ccccc3)CC2)c1)C1CCS(=O)(=O)C1 (configuration not stated) | -1 | -0.5 | x | 4 | 6 | x | -3 | 15 | x |
| O=C(N/N=C/c1ccco1)C1CC1(c1ccccc1)c1ccccc1 (configuration not stated) | 5 | -0.4 | 92 | 4 | -14 | -21 | -5 | 11 | -1 |
| Cc1ccc(C(=O)NC(Cc2cccc(F)c2)C(=O)O)cc1 (configuration not stated) | x | -0.8 | x | 7 | -6 | x | -4 | 4 | x |
| COc1ccccc1-n1c(SCC(=O)Nc2ccccc2F)nc2[nH]ncc2c1=O | 6 | -3.2 | 95 | -26 | -4 | -26 | 2 | -2 | 8 |
| CC(C)(C)C(=O)Nc1ccc(/C=C/C(=O)c2ccco2)cc1 | -1 | 0.5 | 100 | 3 | 0 | -8 | -10 | 5 | 7 |
| O=C(CN1CCOCC1)Nc1ccccc1 | 4 | 2.0 | 105 | 6 | -15 | 28 | 1 | 8 | 0 |
| CCOC(=O)c1c(NC(=O)c2cccc(N3C(=O)CCC3=O)c2)sc(C)c1C | 5 | 4.9 | 104 | 2 | -14 | 13 | -5 | 0 | 0 |
| CCC(Sc1nc(=O)cc(N)n1-c1ccccc1)C(=O)Nc1cc(C)on1 (configuration not stated) | 2 | 0.6 | 96 | 1 | 17 | -33 | -4 | -3 | -4 |
| CCOc1ccc(-c2cn(-c3ccc(OC)cc3)c(SC)n2)cc1 | 17* | -1.2 | 90 | -1 | -6 | -31 | -3 | -8 | -10 |
| O=C(Cc1ccc(Nc2nc(=S)[nH]c3ccccc23)cc1)NC1CCCCC1 | 4 | x | 91 | x | x | 53 | -1 | x | -2 |
| CCOC(=O)N1CCC(Nc2c([N+](=O)[O-])cc(C(=O)O)cc2[N+](=O)[O-])CC1 | -2 | -0.6 | 103 | 1 | 0 | 25 | -1 | 8 | 6 |
| CCn1c2ccccc2c2cc(/C=N/NC(=O)c3ccccc3)ccc21 | -2 | 0.9 | 103 | 0 | 4 | 38 | -4 | -4 | -3 |
| COC(=O)c1ccccc1NC(=O)CNC(=O)c1ccco1 | -3 | 3.1 | 100 | 1 | -7 | 7 | -4 | 6 | 0 |
| Cc1nc2c(C)cccn2c1/C(O)=C1\C(=O)C(=O)N(CCN(C)C)C1c1ccccc1 (configuration not stated) | 5 | 1.2 | 105 | 1 | -12 | 24 | -2 | -20 | 4 |
| O=C(NCc1ccccc1C(F)(F)F)c1cccc2c1C(=O)c1ccc(N3CCOCC3)cc1S2(=O)=O | -2 | 32 | x | -2 | 23 | x | -5 | -6 | x |
| CCOc1cccc(C(=O)NC(c2ccccc2)C(C)C)c1 (configuration not stated) | 1 | -0.5 | 96 | 2 | 13 | 20 | -2 | 10 | 5 |
| O=C(c1cn[nH]c1)c1cc(F)ccc1O | 6 | 0.1 | 106 | 2 | 11 | -3 | 2 | 9 | 0 |
| CCOC(=O)C(Cc1ccccc1)NC(=O)CCCC(=O)c1ccccc1 (configuration not stated) | 4 | 1.7 | 107 | 2 | 9 | x | -9 | 0 | -17 |
| CCN(CC)CCN1C(=O)C(O)=C(C(=O)c2ccco2)C1c1ccccn1 (configuration not stated) | 0 | 3.4 | 95 | 4 | 5 | 40 | -4 | -3 | -7 |
| COC(=O)N/N=C/c1ccc([N+](=O)[O-])s1 | -1 | -2.4 | 94 | 2 | 31 | -3 | -4 | 3 | -15 |
| COCCN(CC(=O)Nc1cccc(C)c1C)C(=O)Cc1sc(C)nc1-c1ccc(F)cc1 | -1 | -0.4 | x | 3 | -33 | x | -2 | 9 | x |
| O=C(Nc1ccc(Cl)cc1F)C1CC(=O)N(Cc2ccco2)C1 (configuration not stated) | x | 0.5 | x | 3 | -7 | x | -4 | 10 | x |
| CCN1CCN(S(=O)(=O)c2ccc(C(=O)Nc3sc4c(c3C(N)=O)CCN(CC)C4)cc2)CC1 | 1 | 13 | 101 | -2 | -24 | 18 | -1 | -3 | -24 |
| O=C(c1nn2c(C(F)(F)F)cc(-c3cccs3)nc2c1Cl)N1CCCc2ccccc21 | -3 | 7.6 | 90 | -3 | -6 | -13 | -4 | 3 | -8 |
| O=C(NCCN1CCN(c2cccc(Cl)c2)CC1)c1cccn2c(=O)c3ccccc3nc12 | x | 2.6 | x | 0 | -17 | x | -5 | -8 | x |
| CC1CCCC(C)N1C(=O)CSc1ncccn1 (configuration not stated) | -3 | 0.2 | 99 | -1 | 2 | 40 | -9 | -3 | -19 |
| COc1ccc(Nc2ncnc3scc(-c4ccc(OC)cc4)c23)cc1 | -2 | 1.4 | 100 | 1 | -42 | -12 | -8 | -14 | -6 |
| CC12CN(C(=O)c3ccco3)CC(c3ccccc3)(CN(C(=O)c3ccco3)C1)C2=O | 6 | 0.7 | 103 | 0 | -8 | -4 | 1 | 1 | -19 |
| COc1cc2ccccc2cc1C(=O)OCC(=O)N(C)c1c(N)n(Cc2ccccc2)c(=O)[nH]c1=O | 4 | -0.3 | x | -3 | 0 | x | -5 | 3 | x |
| Cc1ccc(C(=O)CCC(=O)Nc2cccc(C)c2)cc1 | x | 8.3 | 107 | -5 | -12 | 36 | -8 | 8 | 4 |
| Cc1nc(C)c(C(=O)N/N=C/c2cn(C)c3ccccc23)s1 | 3 | -4.2 | 104 | -5 | 8 | 5 | -1 | 1 | -7 |
| O=C1/C(=C\c2cccc(O)c2)SC(=S)N1Cc1ccccc1 | 3 | -0.6 | 102 | 5 | 4 | -8 | -4 | 3 | -20 |
| CCOC(=O)CNC(=O)c1cc(-c2ccc3c(c2)OCCO3)oc1C | 2 | -0.2 | 81 | 5 | 5 | 21 | -2 | -3 | 1 |
| CCN(CC)CCN1C(=O)C(=O)/C(=C(/O)c2cnn(-c3ccccc3)c2C)C1c1cccnc1 (configuration not stated) | 2 | -1.0 | 101 | 0 | -2 | -45 | -3 | 6 | -2 |
| COc1ccc(/C(O)=C2\C(=O)C(=O)N(CC3CCCO3)C2c2cc(OC)ccc2OC)cc1 (configuration not stated) | 0 | 0.0 | 90 | -1 | 9 | 11 | -7 | 0 | -16 |
| O=C(CSc1nnc(-c2ccco2)o1)N1CCOCC1 | 4 | 2.3 | 103 | -3 | 5 | 10 | -3 | 16 | -12 |
| COc1ccc(S(=O)(=O)NCc2ccncc2)cc1NC(=O)c1ccc(Cl)cc1 | 0 | 2.5 | x | 0 | 1 | x | -4 | -5 | x |
| C/C(=N/NC(=O)CNC(=O)c1cccnc1)c1ccccc1 | 8 | 0.6 | 109 | -3 | -5 | -3 | -3 | 7 | 1 |
| COc1ccc(C(C)NCCC(c2ccc(OC(C)C)cc2)c2ccccc2OC)cc1 (configuration not stated) | x | 1.0 | 110 | 3 | -16 | 23 | -9 | 0 | 2 |
| CCOc1ccc(C(=O)NCC(=O)Nc2cc(C)ccn2)cc1OCC | -5 | 0.8 | x | 3 | -2 | x | -5 | 5 | x |
| COc1c2ccoc2c(OC[C@@H](O)C(C)(C)OC)c2oc(=O)ccc12 | 3 | -1.4 | 109 | 3 | 7 | 18 | -1 | 8 | 2 |
| O=C(Nc1ccc(F)c(F)c1)C1CCN(S(=O)(=O)c2cccc3nonc23)CC1 | -2 | -0.1 | 101 | 5 | -31 | 27 | -6 | -22 | -18 |
| O=[N+]([O-])c1cc(/C=N/Nc2nc3ccccc3[nH]2)c(O)cc1O | 8 | -2.6 | 132* | x | -2 | 8 | -2 | x | -6 |
| Fc1ccc(-n2c(-c3ccco3)nc3nc4ccccc4nc32)cc1 | 3 | 5.5 | 102 | 0 | 8 | 14 | -1 | -8 | -24 |
| CC(C)OCCCNC(=O)C1CCN(S(=O)(=O)N2CCCCC2)CC1 | 4 | -0.7 | 98 | 0 | 14 | 9 | 1 | 8 | -14 |
| CCOc1ccccc1N(CC(=O)NC1CCCCC1)S(C)(=O)=O | 9 | 0.0 | 74*[inhibitor] | -4 | -34 | -2 | -4 | 6 | 9 |
| O=C(CCN1CCCCC1c1cccnc1)NCc1ccccc1 (configuration not stated) | 2 | 0.5 | 100 | -5 | -14 | 51 | -1 | 2 | -16 |
| O=S(=O)(Nc1nc2c(s1)CCCC2)c1ccc(Br)cc1 | 6 | -1.1 | 108 | -1 | 1 | -21 | -5 | -3 | -10 |
| Cn1c(CC2C(=O)Nc3ccc(Br)cc32)nc2ccccc2c1=O (configuration not stated) | 1 | 7.2 | x | -5 | 9 | 7 | -8 | 5 | -8 |

3 entries drawn at random from the list so far:
| Structure | IDE cell inh | CRFR2-BP ag | MEKK3 PB1 HTS | IDE cell activ | CRFR2-BP antag | PHOSPHO1 inh | GalR3 antagonist | CHRM4 PAM | pCIP destab |
| --- | --- | --- | --- | --- | --- | --- | --- | --- | --- |
| CCN(CC)CCN1C(=O)C(O)=C(C(=O)c2ccco2)C1c1ccccn1 (configuration not stated) | 0 | 3.4 | 95 | 4 | 5 | 40 | -4 | -3 | -7 |
| CC(C)(C)C(=O)Nc1ccc(/C=C/C(=O)c2ccco2)cc1 | -1 | 0.5 | 100 | 3 | 0 | -8 | -10 | 5 | 7 |
| CCOC(=O)c1c(NC(=O)c2cccc(N3C(=O)CCC3=O)c2)sc(C)c1C | 5 | 4.9 | 104 | 2 | -14 | 13 | -5 | 0 | 0 |

More results.
| Structure | IDE cell inh | CRFR2-BP ag | MEKK3 PB1 HTS | IDE cell activ | CRFR2-BP antag | PHOSPHO1 inh | GalR3 antagonist | CHRM4 PAM | pCIP destab |
| --- | --- | --- | --- | --- | --- | --- | --- | --- | --- |
| CCN(CC1CCCO1)C(=O)c1cc(COc2ccc(F)cc2F)on1 (configuration not stated) | 6 | -3.2 | 100 | -7 | 5 | 58 | -4 | -2 | -16 |
| Oc1ccc(-c2nnc(Nc3ccccc3)c3ccccc23)cc1 | -1 | -0.3 | 92 | -2 | 10 | 24 | -6 | 19 | -1 |
| Cc1c(C(=O)NCC2CCCO2)sc2nc(-c3ccccc3)cn12 (configuration not stated) | 0 | 0.0 | 103 | -8 | 6 | -11 | x | 0 | -14 |
| O=C(O)C1(c2ccccc2)CCN(S(=O)(=O)c2ccc(F)c(F)c2)CC1 | 1 | -0.6 | 102 | 5 | 0 | -30 | -7 | 3 | -26 |
| COC(=O)c1ccc(NC(=O)C(=O)N2CCN(C(=S)Nc3ccc(C)cc3)CC2)cc1 | 9 | -3.7 | 103 | -2 | -27 | -9 | -6 | 6 | 5 |
| CN1OCC(S(=O)(=O)c2ccccc2)C1c1ccccc1 (configuration not stated) | -1 | 0.4 | 95 | 4 | 18 | 36 | -7 | -2 | 12 |
| CCNc1nc(SCC(=O)OC)nc(N2CCOCC2)n1 | -1 | 1.4 | 101 | 2 | -9 | 1 | -6 | 1 | 16 |
| CCCNC(=O)COC(=O)c1ccccc1C(=O)N(C)C1CCCCC1 | 3 | 2.5 | 82 | -1 | -1 | 16 | -3 | 5 | -2 |
| O=C(COC(=O)C1CC1)Nc1ccccc1Sc1ccccc1 | 4 | 1.5 | 107 | 3 | 6 | -9 | -3 | -6 | -1 |
| CCOC(=O)/C(C(=O)Nc1ccccc1Br)=C1/NC(C)(C)Cc2ccccc21 | 2 | -1.0 | 98 | 4 | -7 | -21 | 1 | 13 | -9 |
| CCOC(=O)C1=CN(Cc2cccc(F)c2)S(=O)(=O)NC1c1ccc(F)c(Cl)c1 (configuration not stated) | x | -0.1 | x | -2 | -3 | x | -7 | -3 | x |
